Screens deposited in PubChem by several laboratories.
Smad3 FoxH1 inh: blocks human Smad3 binding to FoxH1 peptide. actives 0.29% (n = 88,000). inhibition, % at 25 µM. TR-FRET Smad3/Dy647-FoxH1 peptide binding, europium anti-His;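 active means compounds that reduce the energy-transfer binding signal between the protein and its labelled peptide by more than half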;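 further: 0% = Smad3 plus labelled peptide maximal FRET and 100% = peptide-only background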
Calb biofilm kill: kills Candida albicans biofilms. C. albicans biofilm + clotrimazole, Alamar Blue. inhibition, % at 6 µM. actives 0.14% (n = 85,000). AID 834;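 active means inhibition above 20%; inactive means inhibition below 20%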;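 further: preformed 24 hr biofilms exposed to compound for 48 hr; 0% = biofilm without compound and 100% = blank killed by clotrimazole plus chlorhexidine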
sEH act: soluble epoxide hydrolase (human) activation | P34913 | AID 717 | activation, % at 2 µM | actives 0.04% (n = 91,000) | purified human sEH enzymatic activity, activator screen; in the data active means activation above about 37%; further: values of inactives mirror those of a sister screen read the other way
sEH inh: soluble epoxide hydrolase (human) inhibition. recombinant human sEH enzymatic activity assay. inhibition, % at 2 µM. actives 0.34% (n = 91,000); in the data active means inhibition above about 80%; further: values of inactives mirror those of a sister screen read the other way; many of its hits are not listed in these tables
Mac1 fbg enh: increases human CD11b/CD18 adhesion to fibrinogen; K562 CD11b/CD18 adhesion to fibrinogen, ATPlite luminescence; actives 0.07% (n = 93,000); P05107+P11215; activation, % at 10 µM;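 active means 10 µM primary screen giving 50% or more activity, confirmed by 40% or more on retest at that dose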; further: strong numbers were not always called active; reference of the scale not given here
Target sequence (P05107 whole entry, looked up, other chains not shown): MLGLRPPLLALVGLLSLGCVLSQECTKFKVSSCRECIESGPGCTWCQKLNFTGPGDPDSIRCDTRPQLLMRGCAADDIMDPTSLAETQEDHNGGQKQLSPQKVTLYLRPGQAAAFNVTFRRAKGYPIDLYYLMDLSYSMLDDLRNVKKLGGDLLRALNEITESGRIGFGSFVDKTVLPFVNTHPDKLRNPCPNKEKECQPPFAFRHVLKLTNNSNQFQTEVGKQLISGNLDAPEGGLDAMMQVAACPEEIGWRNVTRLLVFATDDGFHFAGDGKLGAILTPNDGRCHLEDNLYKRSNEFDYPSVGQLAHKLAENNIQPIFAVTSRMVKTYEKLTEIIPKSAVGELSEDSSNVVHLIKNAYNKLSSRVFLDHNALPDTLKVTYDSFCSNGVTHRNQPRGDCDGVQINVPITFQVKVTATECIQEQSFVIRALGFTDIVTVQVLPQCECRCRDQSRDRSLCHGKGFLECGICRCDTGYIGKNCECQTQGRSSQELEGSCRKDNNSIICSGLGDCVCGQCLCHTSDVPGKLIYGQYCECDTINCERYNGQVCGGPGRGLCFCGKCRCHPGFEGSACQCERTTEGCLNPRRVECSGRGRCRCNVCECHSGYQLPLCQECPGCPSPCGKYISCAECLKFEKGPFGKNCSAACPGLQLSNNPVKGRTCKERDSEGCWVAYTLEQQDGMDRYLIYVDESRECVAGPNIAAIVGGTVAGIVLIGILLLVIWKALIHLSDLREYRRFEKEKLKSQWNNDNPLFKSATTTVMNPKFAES
Mac1 fbg inh: CD11b/CD18-fibrinogen binding inhibition | K562 CD11b/CD18 adhesion to fibrinogen, ATPlite luminescence; Mn2+ added to activate the integrin | actives 0.54% (n = 93,000) | inhibition, % at 10 µM;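 active means primary inhibition of 50% or more at 10 µM, then 40% or more on retest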; further: some results filed as inactive read as strong as hits
ERa coact pot: enhances coactivator binding to human estrogen receptor alpha; TR-FRET ERalpha-LBD/SRC-Cy5 coactivator binding, 2 h; 100 = basal binding, no effect; coactivator binding (% of control), % at 25.6 µM; actives 1.3% (n = 86,000); in the data active means activity above about 200%;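 further: binding measured in presence of low estradiol as agonist stimulus; 0% = peptide alone without receptor and 100% = receptor with peptide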
ERb coact inh: ER-beta (human) coactivator binding inhibition; Q92731; TR-FRET ER-beta LBD / SRC1-Cy5 peptide binding; receptor agonist-loaded with 1 µM estradiol; inhibition, % at 25.6 µM; actives 1.3% (n = 86,000); AID 633;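 active means compounds whose percent inhibition of the receptor-coactivator binding signal exceeds about 50% in the single-dose screen, limit read from the data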;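 further: 0% = receptor plus peptide wells without compound and 100% = peptide-only wells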
MT1-MMP txn act: activates MT1-MMP transcription; HT1080 MT1-MMP promoter luciferase reporter, luminescence, overnight; hits give high values; activation factor at 10 µM; actives 0.16% (n = 86,000); AID 750;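 active means activation factor of at least 2 for MT1-MMP transcription at 10 µM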
* = called active by the depositor; . = no result given; [ ] = another dose, or the depositor's remark. An excerpt; count on the stated rates, not on these rows.

mol | Smad3 FoxH1 inh | Calb biofilm kill | sEH act | sEH inh | Mac1 fbg enh | Mac1 fbg inh | ERa coact pot | ERb coact inh | MT1-MMP txn act
CCOC(=O)CC1=C(C(=O)OCC)C(c2ccc(OC)c(OC)c2)C(C#N)=C(N)O1 (stereo unspecified) | 5 | 5 | -2 | 2 | 13 | -24 | 119 | -1 | 1.2
CNC(=O)Nc1cccc(NC(=O)NC)n1 | -9 | 8 | . | . | -6 | 13 | 107 | 14 | 1.2
CCNC(=O)CSc1nnc(C2CC2)n1-c1ccccc1 | -14 | 6 | . | . | . | . | 97 | -14 | 1.1
CCOC(=O)Cn1c(=O)oc2cc(S(=O)(=O)Nc3cc(Cl)ccc3OC)ccc21 | -10 | -1 | -14 | 14 | -4 | 22 | 99 | 1 | .
O=C(COC(=O)c1ccc(S(=O)(=O)NCc2ccco2)cc1)NCCC1=CCCCC1 | 6[fluorescence artefact?] | 9 | -72 | 73 | 54 | -4 | 100[fluorescence artefact?] | 38 | 1.1
CCOC(=O)c1c(C(C#N)C#N)cc(C)nc1C | 11 | 6 | . | . | -7 | -10 | 115 | -5 | 1.1
COC(=O)c1ccc(CSc2nnc(NC(=O)C3CCCO3)s2)cc1 (stereo unspecified) | . | . | -2 | 0 | -2 | 4 | . | . | .
COc1cccc(N2CCN(Cc3ccsc3)CC2)c1 | 12 | 7 | 7 | -6 | 7 | 0 | 89[fluorescence artefact?] | 6 | 1.2
Cc1nc(N2CCCCC2)c2ccsc2n1 | 1 | 5 | -5 | 8 | 2 | 10 | 63 | 12 | 1.3
CCOc1ccc(OCc2ccc(C(=O)O)o2)cc1 | 2 | 7 | 2 | -4 | -2 | -4 | 75 | 14 | .
COC(=O)C1=C(C)N(C)C(C)=C(C(=O)OC)C1c1cccc(Br)c1 | -9 | 4 | 6 | -7 | -3 | 4 | 104 | -3[fluorescence artefact?] | 1.2
Cc1cc(C(=O)N2CCN(Cc3ccccc3)CC2)on1 | -7 | 9 | . | . | 21 | -3 | 88 | 23[fluorescence artefact?] | .
CCn1cc(Br)c(C(=O)Nc2ccc(C(=O)OC(C)C)cc2)n1 | -3 | 5 | -4 | 6 | -4 | 1 | 92 | -1 | 1.4
Cc1noc(C)c1COc1cccc(C(=O)Oc2ccc3c(c2)OCO3)c1 | 10 | 0 | -1 | 3 | 8 | -21 | 99 | -2 | 1.2
CCCOc1cc(C)c(S(=O)(=O)NCCOC)cc1C | -1 | 3 | -7 | 7 | 3 | 26 | 126 | 1 | 1
O=C(NC1CCCCCCC1)c1ccco1 | 9 | 1 | -5 | 3 | -2 | 10 | 76 | -1 | 1.2
O=C(CSc1nc(-c2ccccc2)nc2c1CCCC2)N1CCOCC1 | 2 | 5 | 9 | -10 | -2 | . | 115 | 8 | 1
N#C/C(=C\c1ccc(Sc2nc3ccccc3[nH]2)o1)c1ccccc1 | 7 | 1 | 6 | -12 | -8 | 99 | 80 | 13 | 0.9
O=C1CC(c2ccc(F)c(Br)c2)C2=C(CCCC2=O)N1 (stereo unspecified) | 0 | 9 | . | . | . | . | 110 | -7 | 2.3*
Cc1cc(=O)oc2cc(NC(=O)C3COc4ccccc4O3)ccc12 (stereo unspecified) | 5[fluorescence artefact?] | 8 | -15 | 15 | 10 | -8 | 109 | 39 | 1.2
CCC(C)n1c(-c2cccs2)nc2nc3ccccc3nc21 (stereo unspecified) | -9 | 6 | . | . | -2 | -14 | 101 | -11 | 1
CN(CC(=O)Nc1ccccc1Br)Cc1nc2ccccc2c(=O)[nH]1 | . | . | 9 | -6 | -1 | 11 | . | . | .
CC(=O)Nc1c(C(=O)O)oc2ccccc12 | 2 | -5 | -2 | 2 | -2 | -3 | 106 | -8[fluorescence artefact?] | 1.2
CC1=C(C(=O)OC(C)C)C(c2ccsc2)NC(=O)N1C (stereo unspecified) | -8 | 3 | 4 | -5 | . | . | 98 | -11 | 1.2

Ordered by the number under ERa coact pot (rising): 6 of the compounds above
smiles	ERa coact pot
CCn1cc(Br)c(C(=O)Nc2ccc(C(=O)OC(C)C)cc2)n1	92
Cc1noc(C)c1COc1cccc(C(=O)Oc2ccc3c(c2)OCO3)c1	99
CCC(C)n1c(-c2cccs2)nc2nc3ccccc3nc21 (stereo unspecified)	101
Cc1cc(=O)oc2cc(NC(=O)C3COc4ccccc4O3)ccc12 (stereo unspecified)	109
O=C1CC(c2ccc(F)c(Br)c2)C2=C(CCCC2=O)N1 (stereo unspecified)	110
CCCOc1cc(C)c(S(=O)(=O)NCCOC)cc1C	126

Additional records follow.
mol | Smad3 FoxH1 inh | Calb biofilm kill | sEH act | sEH inh | Mac1 fbg enh | Mac1 fbg inh | ERa coact pot | ERb coact inh | MT1-MMP txn act
O=C(COc1ccccc1Cl)Nc1cc(Cl)ccc1Oc1ccccc1 | . | . | -4 | 8 | 7 | -5 | . | . | .
COC(=O)c1cn(C(=O)c2ccco2)c2ccccc12 | 3 | 6 | 1 | 0 | -2 | -3 | 101 | 5 | 1
CN1C(=O)CC(N2CCN(c3ncccn3)CC2)C1=O (stereo unspecified) | 3[fluorescence artefact?] | 11 | 14 | -13 | -2 | -16 | 88 | 5 | 1.1
Oc1c(C(c2ccccc2)N2CCc3ccccc3C2)sc2ncnn12 (stereo unspecified) | 4 | 5 | -8 | 8 | . | . | 84 | 0 | 1.2
O=C(CCN1C(=O)c2ccccc2C1=O)NC1=NCCS1 | . | . | -10 | 8 | 0 | -16 | . | . | 1.1
O=C(CSc1nc2c(c(=O)n1-c1ccc(F)cc1)SCC2)Nc1ccc2c(c1)OCO2 | -4 | -3 | -7 | 6 | . | . | 87[fluorescence artefact?] | -10 | 1.1
CCOC(=O)c1c(N)nn(C(=O)C(C)(C)C)c1-c1ccccc1 | 5 | 2 | -6 | 11 | -2 | -10 | 113 | -17 | 1.1
Cc1cccc(N2C(=O)C3C(c4ccccc4)OC4(C(=O)c5ccccc5C4=O)C3C2=O)c1 (stereo unspecified) | . | . | -1 | 4 | -6 | 12 | . | . | .
Cc1ccc2c(COC(=O)C3=COCCO3)cc(=O)oc2c1 | -5 | 0 | 1 | -2 | -3 | -10 | 144[fluorescence artefact?] | 0 | 1.1
CCOC(=O)c1cnn(-c2cc(C)nc3c(-c4ccccc4)c(C)nn23)c1N | 1[fluorescence artefact?] | 6 | -18 | 18 | 5 | -25 | 134 | -26[fluorescence artefact?] | 1.1
CCOC(=O)c1cc(C)n(-c2ccc(OC)c(OC)c2)c1C | -3 | 0 | . | . | -3 | 1 | 101 | -4 | 1.1
COc1ccccc1-c1cc(C(=O)N/N=C/c2sccc2C)c2ccccc2n1 | . | . | -10 | 11 | -2 | -3 | . | . | .
COc1ccc(-n2cnnc2)cc1 | 8 | 6 | -6 | 7 | 9 | -7 | 90 | 7[fluorescence artefact?] | 0.9
O=C(Cc1cccs1)Nc1nc(-c2ccccc2)cs1 | 2 | 5 | -11 | 10 | 0 | -14 | 49[fluorescence artefact?] | 12[fluorescence artefact?] | 1
COc1ccc(CC(=O)Nc2nc3n(n2)C(c2ccccc2)CC(=O)N3)cc1OC (stereo unspecified) | 8 | 4 | 5 | -7 | -4 | -2 | 109 | 8 | 1
Nc1nc2sc3c(c2c(=O)s1)CCCC3 | -7 | 10 | -3 | 1 | 0 | -9 | 90 | -1 | 1.3
CCOc1ccc(C(C#N)N2CCOCC2)cc1OC (stereo unspecified) | 2 | 1 | 5 | -6 | 0 | -17 | 122 | 0[fluorescence artefact?] | 1
COc1ccc(CC(NC(C)=O)C(=O)NC2CCN(C(=O)NCc3ccccc3)CC2)cc1OC (stereo unspecified) | 2 | 4 | -19 | 20 | 0 | -9 | 117 | 87*[fluorescence artefact?] | 1.1
COCCn1c(SCC(=O)Nc2ncc(Cl)c(C)c2Cl)nc2ccccc21 | 5 | 9 | -1 | 2 | -1 | 2 | 100 | 13 | 1.4
CCOC(=O)c1ccccc1NC(=O)CN1CCC(n2nnc3cc(F)ccc32)CC1 | -7 | 10 | . | . | . | . | 119 | 0 | 0.9
CCOc1ccc(N2C(=O)C(c3ccccc3)=C(c3nc4ccccc4s3)C2NC(C)=O)cc1 (stereo unspecified) | 16 | 5 | -10 | 10 | -3 | 2 | 98 | 3 | 1.1
O=S(=O)(/C=C/c1ccccc1)Nc1ccc2c(c1)OCO2 | -7 | 1 | 11 | -10 | 3 | -9 | 101 | 2[fluorescence artefact?] | 1.2
O=C(CC1Sc2ccccc2NC1=O)OCC(=O)N1CCc2ccccc21 (stereo unspecified) | 3 | . | 2 | 0 | -4 | 8 | 96 | -9 | 1.2
O=S(=O)(c1cccs1)N1CCN(C/C=C/c2ccccc2)CC1 | 4 | 7 | -8 | 4 | . | . | 82[fluorescence artefact?] | -6 | 1
CCc1ccc2[nH]c(=O)c(CN(CCCN3CCOCC3)C(=O)Nc3ccc(F)cc3)cc2c1 | 2 | 1 | 10 | -10 | 2 | 3 | 123 | -11 | 1
CC(C)(C)NS(=O)(=O)c1ccc(CCC(=O)NCc2ccc3c(c2)OCO3)cc1 | 10 | 7 | -29 | 28 | . | . | 100 | -30[fluorescence artefact?] | 1.3
O=C(COC(=O)C1(c2ccccc2F)CCCC1)N1CCN(C(=O)c2ccco2)CC1 | 10 | 8 | 6 | -5 | 0 | -8 | 114 | -5 | 1.2
CCC(C)NC(=O)c1ccccc1NC(=O)Nc1ccccc1 (stereo unspecified) | 5 | 3 | -4 | 3 | . | . | 98 | -15 | 1.2
CCN(C(=O)CSc1nnc(Cc2cccc3ccccc23)n1N)C1CCS(=O)(=O)C1 (stereo unspecified) | -1 | -4 | . | . | . | . | 102 | -11 | 1
COc1ccc(CN(Cc2ccc(OC)cc2)S(=O)(=O)c2ccc(-n3cnnn3)c(C)c2)cc1 | 0 | -8 | 6 | -1 | . | . | 105 | -20 | 1.3
Cc1ccc(N=c2c([N+](=O)[O-])nn(-c3ccccc3)n2O)c(C)c1 | -11 | 0 | 10 | -13 | -3 | -5 | 98 | 0 | 1.2
O=C(O)CNC(=O)c1ccccc1NC(=O)c1ccco1 | 6 | 6 | -4 | 6 | -3 | 0 | 125[fluorescence artefact?] | -8 | 1.1

Full records, quoted from the list. Order of values: Smad3 FoxH1 inh, Calb biofilm kill, sEH act, sEH inh, Mac1 fbg enh, Mac1 fbg inh, ERa coact pot, ERb coact inh, MT1-MMP txn act
Shown for `CCc1ccc2[nH]c(=O)c(CN(CCCN3CCOCC3)C(=O)Nc3ccc(F)cc3)cc2c1` → 2, 1, 10, -10, 2, 3, 123, -11, 1
Shown for `Cc1ccc(N=c2c([N+](=O)[O-])nn(-c3ccccc3)n2O)c(C)c1` → -11, 0, 10, -13, -3, -5, 98, 0, 1.2
Shown for `CCN(C(=O)CSc1nnc(Cc2cccc3ccccc23)n1N)C1CCS(=O)(=O)C1` (stereo unspecified) → -1, -4, ., ., ., ., 102, -11, 1
Shown for `O=C(O)CNC(=O)c1ccccc1NC(=O)c1ccco1` → 6, 6, -4, 6, -3, 0, 125[fluorescence artefact?], -8, 1.1
Shown for `O=C(COC(=O)C1(c2ccccc2F)CCCC1)N1CCN(C(=O)c2ccco2)CC1` → 10, 8, 6, -5, 0, -8, 114, -5, 1.2
